# GDH-TPI inh: counter-screen for M. tuberculosis FBA inhibitors: GDH-TPI coupled enzymes; 360,000 compounds, 1.2% hits; inhibition, % at 4.8 µM; GDH-TPI coupled enzyme counterscreen, NADH absorbance; AID 588335; in the data active = inhibition above about 30%;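 also: 0% = DMSO wells and 100% = wells lacking the enzyme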
# BoNT F protease: BoNT F light chain protease inhibition. AID 588497. inhibition, % at 10 µM. 360,000 compounds, 0.22% hits. Multiplex microsphere protease cleavage assay, flow cytometry; in the data active = inhibition above about 35%, passing the limit was not always enough; inconclusive = no clear call, values can overlap the other calls; also: plate controls were buffer without enzyme for full effect and enzyme alone for no effect
# Mtb FBA inh: inhibitors of M. tuberculosis fructose-bisphosphate aldolase; purified M. tuberculosis FBA, fluorescence read-out; inhibition, % at 1 µM; 360,000 compounds, 2.3% hits; P9WQA3; in the data active = inhibition above about 27%;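 also: 0% = vehicle and 100% = reference inhibitor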
# BioA inh: BioA (M. tuberculosis) enzyme inhibition; 360,000 compounds, 0.096% hits; purified M. tuberculosis BioA enzyme, plate reader; inhibition, % at 9.99 µM; AID 602481; in the data active = inhibition above about 40%; inconclusive = no clear call, values can overlap the other calls
# Anthrax LF inh2: anthrax lethal factor protease inhibition; multiplex microsphere protease cleavage assay, LF; inhibition, % at 10 µM; 360,000 compounds, 0.12% hits; AID 588501; also: plate controls were buffer without enzyme for full effect and enzyme alone for no effect
# Target sequence (P15917 whole entry, looked up): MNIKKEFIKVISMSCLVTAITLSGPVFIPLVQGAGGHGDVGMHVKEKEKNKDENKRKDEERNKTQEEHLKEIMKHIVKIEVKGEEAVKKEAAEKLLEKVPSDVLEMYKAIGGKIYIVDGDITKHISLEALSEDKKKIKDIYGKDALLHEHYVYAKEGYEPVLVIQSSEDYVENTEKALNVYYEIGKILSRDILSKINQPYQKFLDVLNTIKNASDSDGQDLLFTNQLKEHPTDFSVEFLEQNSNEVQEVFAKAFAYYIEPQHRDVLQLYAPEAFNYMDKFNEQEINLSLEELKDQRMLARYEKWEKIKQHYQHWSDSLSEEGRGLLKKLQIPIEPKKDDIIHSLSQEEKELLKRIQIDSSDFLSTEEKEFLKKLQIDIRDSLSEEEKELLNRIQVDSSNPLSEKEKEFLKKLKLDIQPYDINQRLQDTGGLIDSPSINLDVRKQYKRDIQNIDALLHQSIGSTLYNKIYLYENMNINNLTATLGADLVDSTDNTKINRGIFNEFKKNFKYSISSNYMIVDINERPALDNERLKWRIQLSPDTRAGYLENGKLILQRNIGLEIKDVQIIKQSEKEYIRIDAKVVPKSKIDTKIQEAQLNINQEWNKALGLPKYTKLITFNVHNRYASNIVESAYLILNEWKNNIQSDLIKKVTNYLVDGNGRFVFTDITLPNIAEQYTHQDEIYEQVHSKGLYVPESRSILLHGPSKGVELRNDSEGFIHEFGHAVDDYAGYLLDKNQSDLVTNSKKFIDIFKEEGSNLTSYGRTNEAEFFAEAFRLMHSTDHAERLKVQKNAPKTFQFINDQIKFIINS
# Mtb UGM inh: blocks M. tuberculosis UGM enzyme; purified UGM, fluorescence polarization probe displacement; P9WIQ1; inhibition, % at 10 µM; 320,000 compounds, 0.06% hits; AID 504406; in the data active = inhibition above about 10%, passing the limit was not always enough; inconclusive = no clear call, values can overlap the other calls
# BoNT A protease: blocks Botulinum neurotoxin A light chain protease; multiplex microsphere protease substrate cleavage, flow cytometry; inhibition, % at 10 µM; 360,000 compounds, 0.17% hits; AID 588499; also: plate controls were buffer without enzyme for full effect and enzyme alone for no effect
# PfHsp40 yeast: compounds rescuing yeast from Plasmodium falciparum HSP40 toxicity; S. cerevisiae expressing PfHsp40, growth rescue, ATP luminescence; growth rescue, % at 12.5 µM; 340,000 compounds, 0.68% hits; AID 504582; in the data active = growth rescue above about 28%, passing the limit was not always enough; inconclusive = no clear call, values can overlap the other calls;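 also: yeast W303a lacking pdr1 and pdr3 grown in galactose medium; growth measured after three days at 30 °C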
# FadD28 binding: blocks FadD28 binding to the bisubstrate probe; inhibition, % at 12.5 µM; fluorescence polarization; 360,000 compounds, 0.22% hits; in the data active = inhibition above about 8.5%, passing the limit was not always enough; inconclusive = no clear call, values can overlap the other calls
# * hit, by the source's call; ? = inconclusive; nt = no result given; + = active, no number. Rule as the data show it, unless noted: active = inhibition above about 30%; inconclusive = no clear call, values can overlap the other calls; inactive = below that. Rows are unselected. About 4.7% of those tested had a hit in this group.
SMILES,GDH-TPI inh,BoNT F protease,Mtb FBA inh,BioA inh,Anthrax LF inh2,Mtb UGM inh,BoNT A protease,PfHsp40 yeast,FadD28 binding
CCC(C)(C)C1CCc2[nH]nc(C(=O)NCCN3CCOCC3)c2C1 (configuration not stated),-8,2,-1,0.2,3,-2.5,-0.1,-1.2,-4.3
COc1ccc(C(=O)OCC(=O)c2c(N)n(C)c(=O)n(C)c2=O)cc1OC,-2,-1,0,nt,-5,1.3,0.2,-1.9,-0.1
CCc1ccccc1Oc1nc(NC(C)C)nc2ccsc12,-3,-4,-3,0.2,-8,nt,-0.2,nt,-5.2
O=C(CSc1cccc[n+]1[O-])c1cc2ccccc2o1,14,-2,-1,0.9,-15,-1.7,-1.0,1.1,-1.7
COC(=O)CCS(=O)(=O)c1nc(-c2ccccc2)cc(C(F)(F)F)n1,-3,2,5,nt,-1,-1.9,2.4,12,-2.8
COc1ccc(C2=NN(Cc3c(F)cccc3Cl)C(=O)CC2)cc1,5,-4,1,nt,-7,-0.6,-0.7,2.6,-7.6
Cc1cccc(C(=O)Oc2ccc3ccc(O)cc3c2)c1,3,?,-4,-0.3,-5,1.0,0.7,2.1,-4.2
COC(=O)[C@H](Cc1ccccc1)NC(=O)Cn1cnc2c(OCc3ccccc3)ncnc21,10,-4,4,2.0,5,-0.2,0.1,-0.5,-1.7
O=C(Nc1ccc(Cc2ccncc2)cc1)c1ccc(S(=O)(=O)N2CCCC2)cc1,-4,-5,3,nt,5,nt,1.3,-1.4,-6.0
CCCS(=O)(=O)N1CCN(S(=O)(=O)c2ccc(F)cc2)CC1,-12,8,0,1.0,-2,1.8,0.5,1.5,-2.4
[O-][n+]1ccccc1/C=C/c1ccccc1,5,-1,8,nt,3,3.6,-0.3,-2.0,-0.6
C#CCOCCOCCOCCNc1nc(N2CCOCC2)nc(N2CCN(C(=O)[C@H](CCCCN)n3cc(CN)nn3)CC2)n1,4,-23,1,-0.1,-4,-0.9,-0.8,-0.8,-0.2
CC(NS(=O)(=O)c1cn(C)c(=O)n(C)c1=O)c1ccccc1 (configuration not stated),-1,2,-1,-0.8,-1,0.9,0.8,-0.8,-0.3
Cc1ccc(S(=O)(=O)N2CCN(C(=O)CCCN3C(=O)NC4(CCCC4)C3=O)CC2)cc1C,4,-2,7,1.6,-1,-0.9,-0.9,-1.9,-1.1
COc1cccc(Oc2cc(Cl)nc(N)n2)c1,-1,32,1,0.8,-7,4.7,-0.1,-0.2,-1.4
CCOC(=O)c1cnc(SC)nc1NCCOC,6,0,0,nt,0,2.2,-0.1,-1.8,-2.7
CN(Cc1nccn1C)C(=O)C1CCC(=O)N(Cc2cccc(C(F)(F)F)c2)C1 (configuration not stated),-5,5,1,4.0,0,-0.9,0.5,0.4,-2.1
COc1ccc(C(=O)C2CCCN(Cc3cnc(N4CCOCC4)s3)C2)c(OC)c1 (configuration not stated),4,11,4,nt,-6,-0.8,1.8,-1.6,-0.8
O=C(NCc1cccs1)C(Cc1ccccc1)NS(=O)(=O)c1cccs1 (configuration not stated),-6,-2,-2,0.2,1,-0.7,0.3,-0.4,1.3
C=CCn1cnc2scc(-c3ccc(CC)cc3)c2c1=O,-1,-2,5,1.5,-1,-0.5,0.5,0.2,-1.9
Cc1ccc2nc(-c3ccc(N4C(=O)CC(N5CCN(CCO)CC5)C4=O)cc3)sc2c1 (configuration not stated),23,-3,26,nt,-1,4.8,0.9,-0.5,-2.3
CCOC(=O)C(NC(C)=O)(Nc1ccc(S(=O)(=O)Nc2onc(C)c2C)cc1)C(F)(F)F (configuration not stated),2,-73,4,-0.6,-4,-0.7,-3.7,1.7,-1.6
CN(Cc1cc2ccccc2[nH]c1=O)C(=O)c1cccs1,4,-2,2,0.5,0,0.5,-0.6,-0.2,-2.0
CCOc1ccc(S(=O)(=O)Nc2ccc(S(=O)(=O)N3CCCCC3)cc2)cc1,-7,5,2,0.1,-17,0.9,0.8,-0.3,-2.4
Cc1cc(C)cc(NC(=O)Cn2nnc(C(=O)NCc3ccc4c(c3)OCO4)c2N)c1,9,2,-2,-3.7,-3,-1.3,1.3,-0.3,0.1
C/C(=N\NC(=O)C(N)=O)c1ccc(OC(F)F)cc1,0,-2,0,nt,1,1.7,0.3,-0.3,-1.6
COC(C(=O)N/N=C(\C)CC(=O)Nc1ccc(Cl)cc1C)c1ccccc1 (configuration not stated),9,-2,0,nt,5,0.1,0.1,-1.3,-3.7
COC(=O)c1ccc(NC(=O)Nc2ccc(C)cc2)cc1,6,-9,1,-0.4,-8,-1.9,-0.4,-0.6,-0.2
O=C(COC(=O)c1cc2ccccc2cc1O)c1ccccc1,0,-1,3,-2.4,0,3.6,-0.1,-0.1,1.4
CCCS(=O)(=O)N1CCN=C1SCc1cccnc1,9,0,3,nt,-1,-2.6,0.0,0.4,-1.9

# Among those listed so far, 4 have two or more sulfur atoms.
SMILES,GDH-TPI inh,BoNT F protease,Mtb FBA inh,BioA inh,Anthrax LF inh2,Mtb UGM inh,BoNT A protease,PfHsp40 yeast,FadD28 binding
CCCS(=O)(=O)N1CCN(S(=O)(=O)c2ccc(F)cc2)CC1,-12,8,0,1.0,-2,1.8,0.5,1.5,-2.4
O=C(NCc1cccs1)C(Cc1ccccc1)NS(=O)(=O)c1cccs1 (configuration not stated),-6,-2,-2,0.2,1,-0.7,0.3,-0.4,1.3
CCOc1ccc(S(=O)(=O)Nc2ccc(S(=O)(=O)N3CCCCC3)cc2)cc1,-7,5,2,0.1,-17,0.9,0.8,-0.3,-2.4
CCCS(=O)(=O)N1CCN=C1SCc1cccnc1,9,0,3,nt,-1,-2.6,0.0,0.4,-1.9

# Next section
SMILES,GDH-TPI inh,BoNT F protease,Mtb FBA inh,BioA inh,Anthrax LF inh2,Mtb UGM inh,BoNT A protease,PfHsp40 yeast,FadD28 binding
CC(C)(CNC(=O)CNC(=O)c1ccc(Cl)cc1Cl)N1CCOCC1,5,1,2,-0.5,-2,nt,3.4,2.4,0.2
CCNCc1ccc(OCc2ccccc2F)c(OC)c1,4,-4,0,nt,0,-2.7,-0.2,-0.1,-3.5
O=C(COc1ccccc1)N1CCN(CC(O)COc2ccccc2)CC1 (configuration not stated),-2,-7,-4,1.1,-1,6.3,-0.2,-1.3,-3.5
CCOC(=O)C1=NN(C(=O)c2ccco2)C2(CC2)C1,15,-10,1,nt,-2,-0.4,-1.9,0.0,-1.1
O=C(CSc1ccccc1)NCc1ccco1,-4,-2,2,0.6,-5,0.7,0.1,-2.3,-2.3
COCc1ccc(-c2c(-c3cccc(OC)c3)sc3ccc(OC)cc23)cc1,12,-7,2,-0.3,-3,2.6,-0.8,0.3,-2.0
CC(C)/C=C(/C(=O)c1ccc(Cl)cc1Cl)n1cncn1,-7,-8,-1,nt,-15,3.4,-1.3,399*,-3.2
Cc1ccc(OCC(=O)N/N=C/c2cccn2C)cc1C,2,?,2,nt,13,-1.0,?,-1.4,0.2
O=C(CN1CCCCC1)Nc1cccc(Oc2ccccc2)c1,6,-6,-1,-0.6,1,-0.5,-2.2,-0.3,-4.0
CN(C)c1ccc(NC(=O)CN2CCN(c3ccc(F)cc3)CC2)cc1,-2,-10,-2,-1.1,8,0.4,-1.6,-0.2,-2.7
N#Cc1cc2c(nc1SCc1ccccc1)CCCC2=O,20,-4,0,-0.8,1,0.9,-0.3,13,1.3
CC(O)c1cc2c(cc1NC(=O)c1cnn3c1NC(c1ccco1)CC3C(F)(F)F)OCO2 (configuration not stated),7,20,48*,-2.5,-1,-1.9,1.5,-1.7,-4.5
O=C1CSC(c2ccc(F)c(F)c2)N1c1ccccc1F (configuration not stated),3,4,2,2.3,-10,-1.4,-1.1,0.3,-0.8
CCOC(=O)c1cc(C(=O)OCC)c(=O)[nH]c1C,7,-13,3,nt,0,1.3,-0.3,-0.6,1.3
Cc1ccc(N(CC(=O)Nc2ccc(S(=O)(=O)N3CCOCC3)cc2)S(C)(=O)=O)cc1C,-2,-5,0,-0.1,-10,-1.1,-0.4,0.9,-0.7
O=C1CC2(CCCCCC2)Oc2ccc(Cl)cc21,-8,-6,6,0.7,-3,3.4,-0.2,1.6,-1.1
CN1CCN(c2nc3ccccc3nc2NS(=O)(=O)c2ccc(Br)cc2)CC1,24,-3,8,-0.9,-2,1.2,0.2,-1.1,-1.5
Cn1c(SCC(=O)O)nc2ccccc2c1=O,11,-4,0,-1.5,0,-3.3,-0.6,-0.1,-0.2
O=C(Cn1cnc2cc([N+](=O)[O-])ccc2c1=O)Nc1ccc(Br)cc1,17,5,-5,-3.0,-3,4.1,1.6,0.1,-2.1
COCCCNC(=O)/C=C1\Sc2ccccc2N(Cc2ccccc2F)C1=O,25,-4,1,1.6,4,0.5,-0.9,0.2,-2.6
COc1ccc(NC(=O)CCCN2C(=O)CCC2=O)cc1Cl,12,-8,7,-3.5,-1,-1.0,0.0,-1.6,0.8
CC(C)CCNC(=O)C(=O)Nc1cc2c3c(c1)CCC(=O)N3CCC2,-1,0,-1,-1.9,-1,1.9,0.4,1.0,1.4
CCN(CC)S(=O)(=O)c1cccc(C(=O)NC(C(=O)Nc2nnc(C3CC3)s2)C(C)C)c1 (configuration not stated),7,-8,-2,0.8,0,0.7,0.3,-1.8,-3.2
Cc1sc2ncnc(N3CCC(C(=O)Nc4cc(S(C)(=O)=O)ccc4Cl)CC3)c2c1C,4,nt,0,0.3,nt,1.8,nt,0.6,-5.1
COC(=O)c1ccc(OC(=O)CCc2cc(OC)c(OC)c(OC)c2)cc1,-7,-3,-5,nt,0,-1.4,-0.3,0.0,-4.3
COCCN1Cc2cc(=O)n3c([nH]c4ccccc43)c2C1=N,10,2,+,0.0,5,-1.1,0.6,-0.2,6.5
Cc1ccc(C)n1-c1ncn[nH]1,2,-4,3,-0.2,2,4.7,-0.3,0.9,-1.8
N#C/C(=C(/O)c1ccc(Cl)cc1)c1nc2ccccc2[nH]1,3,?,2,nt,-7,-3.4,-0.3,-3.3,-1.8
COc1cc2c3c(c1OC)-c1cc(O)ccc1CC3NCC2 (configuration not stated),2,-40,13,0.1,-5,-2.1,-1.4,-0.6,1.2
CN(Cc1c(C(=O)N/N=C/c2ccc(O)cc2)nnn1-c1nonc1N)c1ccccc1,23,5,2,0.0,-3,1.0,0.5,0.4,-7.4
Cc1cccc(C(=O)Nc2cccc(S(=O)(=O)NCc3ccco3)c2)c1,7,0,3,-1.7,3,2.1,0.1,0.5,-0.5
CC(C)(C)C(=O)Nc1nnc(Cc2ccccc2)s1,-3,-18,-2,-0.9,-3,-1.4,-1.6,-1.5,-2.2
CC1CCCN(C(=O)COC(=O)c2cccc(NS(=O)(=O)c3ccccc3)c2)C1 (configuration not stated),5,-1,-4,-1.3,-1,1.3,-0.4,-0.4,-1.3
CN(CC(=O)Nc1ccccc1Cl)C(=O)COC(=O)/C=C/c1cccc(C(F)(F)F)c1,1,-2,0,-0.9,-8,-1.0,-0.7,-0.2,1.1
O=C(COc1ccc(Cl)cc1)NC1CCSC1=O (configuration not stated),11,2,5,0.1,2,-0.5,-0.5,0.3,-2.0
CC(Oc1ccc(F)cc1)C(=O)Nc1cc(S(=O)(=O)N2CCCCC2)ccc1N1CCOCC1 (configuration not stated),4,-11,4,nt,-1,-1.7,-4.6,-0.8,-1.7
CC12CCC3C(=CCc4cc(O)ccc43)C1CC(=NO)C2O (configuration not stated),11,1,1,nt,-1,nt,-0.3,-0.1,-6.0
c1ccc(CN2CN=C(Nc3nc4ccccc4s3)NC2)cc1,12,0,-1,-7.9,-2,1.4,-0.5,-0.7,0.3
Cc1csc(NC(=O)CSc2nc3[nH]c(=O)cc(O)c3s2)n1,32*,-4,9,-0.9,1,nt,-0.5,-1.6,-4.7
CN1CCN(c2ccc(S(=O)(=O)N3CCCCC3)cc2NC(=O)Cc2c(F)cccc2Cl)CC1,5,-7,2,0.3,-2,-1.0,-1.9,-0.4,-3.3
